Source: PubChem (several laboratories)
COUP-TFII inh: inhibitors of human COUP-TFII (NR2F2); inhibition, % at 8.6 µM; 0.7% of 370,000 active; AID 686940; HEK293T NGFI-A luciferase reporter, luminescence; P24468;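 active = inhibition above a per-plate cutoff, mean inhibition of test wells between control levels plus 3 SD, cut at about 38% in these data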;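 note: cells cotransfected with COUP-TFII expression vector driving the NGFI-A reporter; 0% = median of COUP-TF2 test wells and 100% = reporter-only cells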
EBV LMP1 NFkB: Epstein-Barr LMP1 NF-kappaB reporter inhibition; LMP1-induced NF-kappaB luciferase reporter cells, luminescence; inhibition, % at 12.5 µM; 0.69% of 350,000 active; in the data active = inhibition above about 41%;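 note: 0% = neutral control wells and 100% = reference inhibitor control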
TWEAK-Fn14 inh: blocks TWEAK-Fn14 interaction in a reporter cell assay | AID 1159606 | TWEAK-stimulated Fn14 reporter cells, luciferase luminescence, 8 h | 2% of 360,000 active | inhibition, % at 10 µM; in the data active = inhibition above about 50%
TRAIL sens C8: sensitizes caspase-8 expressing cells to TRAIL; 1% of 360,000 active; AID 624354; inhibition (viability loss, TRAIL sensitization), % at 10 µM; NB7+C8 cells + TRAIL, ATPlite viability luminescence;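 active = compounds causing at least 50% loss of cell viability in the single-dose screen, relative to plate controls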
TROY signal inh: blocks TROY-dependent signaling in reporter cells; Q293 LMP1-TROYcd NF-kB luciferase reporter, 4 h; inhibition, % at 10 µM; 0.98% of 360,000 active;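 active = compounds whose plate-normalised and pattern-corrected inhibition of the luciferase reporter signal at the single screening dose is 50% or more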
TLR9-MyD88 inh: inhibitors of human TLR9-MyD88 binding; inhibition, % at 4.98 µM; CHO BLA complementation TLR9-MyD88, CCF4 FRET ratio; 0.21% of 340,000 active;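 active = inhibition above the mean over all tested compounds plus 3 SD, cut at about 21% in these data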;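 note: 0% = DMSO only wells and 100% = clavulanate BLA inhibitor control wells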
NCOA3 inh: inhibitors of human steroid receptor coactivator 3 (SRC3); HEK293 GAL4-SRC3 luciferase reporter, luminescence; inhibition, % at 3.6 µM; 0.17% of 360,000 active; AID 588352;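 active = inhibition above a per-campaign cutoff, the mean of all compounds plus 3 SD, cut at about 60% in these data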;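 note: 0% = DMSO-treated cells and 100% = gossypol-treated cells at 36 µM; higher means less SRC3-driven luciferase light from the GAL4 reporter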
NR5A2 inv ag: suppresses constitutive activity of human LRH-1; O00482; HEK293T StAR-luciferase reporter, LRH-1 transfected, 24 h; inhibition, % at 3.6 µM; 0.13% of 360,000 active;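 active = inhibition above the mean inhibition of all tested compounds plus 3 SD, cut at about 73% in these data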;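 note: 0% = DMSO wells and 100% = reporter-only cells lacking LRH-1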
NOD2 RIPK2 PPI: NOD2-RIPK2 protein interaction inhibition; 0.38% of 360,000 active; AID 624267; O43353; CHO BLA complementation NOD2-RIPK2, CCF4 ratio; inhibition, % at 4.98 µM; in the data active = inhibition above about 21%;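 note: 0% = vehicle only and 100% = reference blocker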
NCOA2 inhibitor: human SRC2 (NCOA2) inhibition; Q15596; HEK293 GAL4-SRC2 luciferase reporter, luminescence; inhibition, % at 9 µM; 0.17% of 370,000 active; AID 651957;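 active = inhibition above the mean inhibition of all tested compounds plus 3 SD, set per campaign, cut at about 52% in these data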;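 note: 0% = DMSO treated cells and 100% = cells given Gossypol at 36 µM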
Target sequence (Q15596 whole entry, looked up, the tested form may be a part): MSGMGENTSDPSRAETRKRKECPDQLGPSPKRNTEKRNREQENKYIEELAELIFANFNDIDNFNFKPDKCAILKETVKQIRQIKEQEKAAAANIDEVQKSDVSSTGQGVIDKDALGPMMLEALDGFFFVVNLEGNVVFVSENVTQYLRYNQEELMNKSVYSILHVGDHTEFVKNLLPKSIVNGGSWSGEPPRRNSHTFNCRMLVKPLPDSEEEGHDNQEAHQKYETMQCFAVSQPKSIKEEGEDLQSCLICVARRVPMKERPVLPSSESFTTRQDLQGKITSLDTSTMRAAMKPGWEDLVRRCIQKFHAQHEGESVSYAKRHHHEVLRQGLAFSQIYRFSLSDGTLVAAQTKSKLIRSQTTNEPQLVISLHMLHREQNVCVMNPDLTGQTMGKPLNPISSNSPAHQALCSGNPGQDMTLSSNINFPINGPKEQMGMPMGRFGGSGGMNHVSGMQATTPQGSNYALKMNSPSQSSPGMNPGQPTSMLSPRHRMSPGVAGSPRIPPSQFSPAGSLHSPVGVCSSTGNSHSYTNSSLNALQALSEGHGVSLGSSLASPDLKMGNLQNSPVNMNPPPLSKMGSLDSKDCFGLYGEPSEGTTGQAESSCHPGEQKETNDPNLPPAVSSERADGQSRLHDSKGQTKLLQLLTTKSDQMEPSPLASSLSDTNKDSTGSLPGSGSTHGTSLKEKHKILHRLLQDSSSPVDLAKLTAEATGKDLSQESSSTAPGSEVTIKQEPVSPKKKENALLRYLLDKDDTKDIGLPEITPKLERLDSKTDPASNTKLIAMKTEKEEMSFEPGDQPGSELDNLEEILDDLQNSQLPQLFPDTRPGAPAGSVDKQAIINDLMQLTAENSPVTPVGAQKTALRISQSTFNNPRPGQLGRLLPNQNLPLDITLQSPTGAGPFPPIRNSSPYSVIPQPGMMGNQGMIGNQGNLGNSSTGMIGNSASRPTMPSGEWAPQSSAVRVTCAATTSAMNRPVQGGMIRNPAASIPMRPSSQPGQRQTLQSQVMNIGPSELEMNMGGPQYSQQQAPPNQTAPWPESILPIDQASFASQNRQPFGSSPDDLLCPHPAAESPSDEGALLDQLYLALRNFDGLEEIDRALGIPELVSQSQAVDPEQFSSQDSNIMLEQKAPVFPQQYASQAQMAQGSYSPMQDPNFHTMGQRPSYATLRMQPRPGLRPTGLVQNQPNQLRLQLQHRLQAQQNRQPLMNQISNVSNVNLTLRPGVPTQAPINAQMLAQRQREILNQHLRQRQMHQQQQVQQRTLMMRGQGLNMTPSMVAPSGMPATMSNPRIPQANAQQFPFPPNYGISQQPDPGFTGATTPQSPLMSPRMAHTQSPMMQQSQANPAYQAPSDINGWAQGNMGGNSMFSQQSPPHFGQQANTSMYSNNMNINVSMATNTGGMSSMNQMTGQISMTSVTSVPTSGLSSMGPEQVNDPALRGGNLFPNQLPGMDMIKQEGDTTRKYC
SRC1 inh: inhibits human SRC1 coactivator; Q15788; HEK293 GAL4-SRC1 luciferase reporter, luminescence; inhibition, % at 3.6 µM; 0.12% of 360,000 active; AID 588354;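 active = inhibition above the campaign mean plus 3 SD, with each screening campaign given its own cutoff, cut at about 60% in these data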;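 note: 0% = DMSO treated cells and 100% = gossypol at 36 µM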
The depositor's hits bear a star; nt = no result given. An excerpt. The share of hits here may be higher or lower than overall.

canonical_smiles	COUP-TFII inh	EBV LMP1 NFkB	TWEAK-Fn14 inh	TRAIL sens C8	TROY signal inh	TLR9-MyD88 inh	NCOA3 inh	NR5A2 inv ag	NOD2 RIPK2 PPI	NCOA2 inhibitor	SRC1 inh
CCOC(=O)C1CCN(C(=O)c2cc(-c3ccncc3)nc3ccccc23)CC1	7	-1	-7	10	7	-2	-1	11	2	6	2
O=c1c2ccccc2c(/C=N/NS(=O)(=O)c2ccccc2)c(O)n1-c1ccccn1	19	2	-3	-7	4	12	4	21	9	7	4
CCCCOCC1CC(CC#CCN2CCCCC2)C(=O)O1 (stereo unspecified)	-1	1	16	3	0	-9	14	11	-5	-7	7
Cc1ccc(S(=O)(=O)CCC(=O)Nc2ccccc2N2CCCC2)cc1	6	-4	3	11	3	-9	20	10	-5	-13	12
CN(Cc1ccc(F)cc1)C(=O)c1ccc(NS(=O)(=O)c2ccccc2)cc1	4	16	6	-11	-4	-5	22	1	-5	-35	-2
Cc1cc(C)n2c(Nc3c(C)cccc3C)c(-c3ccccn3)nc2n1	12	nt	5	-3	-9	nt	nt	21	-12	-14	nt
Cc1ccc2c(c1)N(CC(=O)NCC1CCCO1)C(=O)C(C)O2 (stereo unspecified)	10	-3	-31	0	11	-6	7	-18	-19	-5	-3
O=c1oc2cc(O)c(Cl)cc2c2ccccc12	9	9	5	2	-4	-12	-7	-3	6	10	9
CCOC(=O)c1sc(NC(=O)C2CC(=O)N(c3ccccc3C)C2)nc1C (stereo unspecified)	-2	0	31	-6	9	-5	5	-9	-4	-11	-5
O=C1NC(=O)N(Cc2ccccc2)CC1Br (stereo unspecified)	-8	-1	14	-9	-4	4	-5	-23	-7	-29	-29
O=C(c1cccc(F)c1)N1CCN(C(=O)C(c2ccccc2)c2ccccc2)CC1	-6	1	9	-9	25	-1	12	-8	-12	7	-4
CCCCN(C(=O)c1cc(Cl)nc2ccccc12)c1c(N)n(CCCC)c(=O)[nH]c1=O	21	3	-9	7	3	10	1	-1	-3	-18	-7
O=S(=O)(c1cccc(C(F)(F)F)c1)c1ccc(O)cn1	-16	2	30	2	15	4	7	-1	-6	-14	2
C=CCOc1c(Cl)cc(/C=N/O)cc1OC	-14	3	-4	-2	11	9	13	4	4	0	1
N/C(=N/OS(=O)(=O)c1ccc([N+](=O)[O-])cc1)c1ccncc1	-2	-1	-1	-6	4	-7	10	3	-11	6	8
Cc1ccc(NC(=O)c2cccc3cccnc23)cc1	-57	-44	-56	28	-58	-9	-89	-62	2	-49	-82
CS(=O)(=O)N1N=C(c2cccs2)CC1c1ccccc1O (stereo unspecified)	-5	3	3	-6	-22	-1	3	-3	-1	-19	6
O=C(NCc1ccccn1)Nc1ccccc1C(F)(F)F	11	3	7	-6	-13	5	3	-7	-4	2	8
CN(CC(=O)Nc1ccc(F)cc1)C(=O)Cn1nnc(-c2ccccc2)n1	0	-6	16	-6	13	7	-15	-15	-4	4	16
CCOC(=O)N1CCC(NC(=O)C2CCN(C(=O)N3CCOc4ccccc43)CC2)CC1	-2	-1	-6	-17	-1	-4	11	16	-1	7	-8
CCOc1ccc(NC(=O)CSc2nc3cccnc3n2CCOC)cc1	14	-3	5	-2	3	-11	6	42	-21	-16	5
CNC[C@H]1OCCCC[C@H](C)Oc2ccc(NC(=O)CCCN(C)C)cc2C(=O)N([C@H](C)CO)C[C@@H]1C	11	-4	2	-11	2	-2	-10	4	-3	-13	7
N#Cc1ccc(CN2C=NS(=O)(=O)c3ccccc32)cc1	-10	8	-1	12	5	-1	7	5	1	-2	-2
Cc1ccc(NC2=NCCCCC2)cc1C	17	-10	7	9	3	-4	-3	-13	8	-14	0
CCCC1(c2ccccc2)NC(=O)N(CC(=O)Nc2cc(C)on2)C1=O (stereo unspecified)	1	-5	7	-5	8	-2	25	-8	-5	2	-6
COC(=O)c1cn(CC(=O)Nc2ccc(F)cc2)c2ccccc12	-3	5	6	-1	7	0	23	10	-2	-22	14
CCCCOP(=O)(c1ccc(N(C)C)cc1)C(O)c1cc(OC)ccc1OC (stereo unspecified)	7	4	-1	3	4	-4	-43	1	12	-51	13
COc1cc(Cl)ccc1OCc1cc(C(=O)N2CC[C@@H]3CCCC[C@H]3C2)no1	-53	-23	-15	8	-30	-19	-67	-102	-4	-50	-37
C=CC(=O)N1c2ccccc2Sc2ccc(NC(=O)OCC)cc21	-11	-9	38	3	30	-5	11	6	-10	10	0
Cn1cccc1CC(=O)NNC(=S)Nc1ccc(Cl)cc1Cl	-15	15	25	5	-2	-9	-16	-1	0	8	-32
CCC(C(=O)N1CCN(C(=O)c2ccco2)CC1)n1sc2ccccc2c1=O (stereo unspecified)	2	6	-6	5	-19	-1	6	0	-1	-5	9
CNc1cc(C)nc(N2CCOCC2)n1	-23	-1	-3	-4	-3	5	-7	-6	2	-73	-4
COc1ccc(Cl)cc1NC(=S)N1CCCC1	7	-5	1	-7	-8	-2	18	8	1	12	-6
CN1CCN(CCP(=O)(c2ccccc2)c2ccccc2)CC1	2	-1	-10	-7	4	-8	-12	6	-1	-2	-14
COc1cc(C2(c3ccc(O)c(OC)c3)C(=O)N(C)c3ccc(C)cc32)ccc1O	-19	1	12	-21	7	0	4	-5	-4	-5	13
O=C(C1CCCO1)N1CCN(C(=S)NC2CC2)CC1 (stereo unspecified)	-12	7	9	-2	3	1	4	2	-2	6	-2
Cc1cccc(C)c1NC(=O)C1NC(=O)CC1c1ccccc1 (stereo unspecified)	-13	3	3	-10	-21	4	-16	17	10	26	-37
CCn1cc(C2N3CC4(C)CN2CC(C)(C3)C4=O)c2ccccc21 (stereo unspecified)	17	-11	18	5	7	6	5	19	-3	-26	9
COc1cccc(CSc2nc3ccccc3[nH]2)c1	-34	-26	-41	31	-53	9	-73	-135	-4	-45	-91
Cc1ccc(C(=O)NC(Cc2cccc(F)c2)C(=O)O)cc1 (stereo unspecified)	-11	-3	-10	1	1	-1	0	-12	-12	-2	-7
CCn1cc(C(=O)NC2CCCCC2)c(=O)c2cc(S(=O)(=O)N(C)C)ccc21	7	-6	-28	1	6	-12	-11	-1	-6	-22	9
O=C(Nc1ccon1)c1cccc(S(=O)(=O)N2CCCC2)c1	-12	-4	-12	10	4	2	-9	0	7	6	0
CC(C#N)(NC(=O)CN1CCN(S(=O)(=O)c2ccccc2Cl)CC1)C1CC1 (stereo unspecified)	-29	-1	-10	-4	-9	-9	-8	-17	2	13	17
O=C(NC1CCN(S(=O)(=O)c2ccccc2)CC1)c1ccc(F)cc1	4	-7	-2	-3	4	4	4	-1	6	-8	-10
COc1ccc(NC(=O)c2ccc(-c3ccc(C)c4ccccc34)o2)cc1	6	3	18	-32	-30	0	-17	1	-12	-16	-14
COc1ccc(C(=O)N/C(=C\c2cn(C)c3ccccc23)C(=O)NCCCN2CCOCC2)cc1	10	3	0	18	-33	-2	-20	11	0	4	10
COc1ccc(CC(=O)Nc2cc(S(=O)(=O)N3CCCCC3)ccc2N2CCN(C)CC2)cc1	-2	6	12	6	-17	3	-2	3	13	13	-5
CCOc1cccc(CNCCO)c1OCc1ccc(Cl)cc1Cl	25	5	16	16	9	3	0	9	-3	4	8
Cc1ccc(C(=O)OCC(=O)NCC(F)(F)F)cc1C	-5	-3	-4	-24	3	2	-11	8	2	-1	-2
CN1CCN(NC(=O)c2ccc(Cl)c([N+](=O)[O-])c2)CC1	-6	-6	1	-11	-5	-13	-1	-15	-6	14	15
CCCN(C(=O)COC(=O)Cn1c(=O)oc2ccccc21)c1c(N)n(Cc2ccccc2)c(=O)[nH]c1=O	-14	-3	3	1	10	-5	-3	1	2	-38	0
CC(=O)NC(=S)Nc1ccccc1F	-23	-2	16	-13	-22	5	-9	6	-3	-18	-4
COc1cc(OC)cc(OC)c1	-22	nt	6	-5	-2	nt	11	9	2	-3	-5
Cc1ccc(C)c(S(=O)(=O)Nc2ccc(C(N)=O)cc2)c1	-19	-1	3	-1	9	7	9	8	6	1	-4
Cc1nnc(NC(=O)CCSc2ccc(Cl)cc2)s1	10	-10	-10	-1	19	-4	15	-14	-2	2	-4
O=C(COC(=O)/C=C/c1cccc([N+](=O)[O-])c1)NCc1ccco1	4	-1	11	-1	-9	11	16	2	5	24	2
COc1ccccc1C(=O)NCCC(=O)Nc1ncccc1C	15	-4	11	-13	17	0	-35	8	-4	14	-21
CCN(CC)CCCNC(=O)c1cc2c(-c3ccc(Cl)cc3)nn(C)c2s1	5	-14	-54	-1	-2	14	-8	18	5	-6	-9
CCSc1nnc(SCC(=O)N2CCN(C(=O)c3ccco3)CC2)s1	-35	-18	-6	-13	0	-5	5	-13	-10	7	-16
CC(=O)Nc1ccc(NC(=O)CN2CCN(c3ccccn3)CC2)cc1	-3	1	17	1	0	1	-9	-1	-12	-19	-31

(next part)
canonical_smiles	COUP-TFII inh	EBV LMP1 NFkB	TWEAK-Fn14 inh	TRAIL sens C8	TROY signal inh	TLR9-MyD88 inh	NCOA3 inh	NR5A2 inv ag	NOD2 RIPK2 PPI	NCOA2 inhibitor	SRC1 inh
CC(=O)c1cnc(Oc2cc(Cl)ccc2Cl)nc1C	10	3	20	-5	-7	1	4	-9	4	3	15
CCc1nc2c(OCc3ccc(C(F)(F)F)cc3)cccn2c1N(C)C(=O)CC(C)C	16	nt	-7	1	-7	nt	2	16	5	17	10
Cc1cc(C(=O)Cn2nc(C(=O)O)c3ccccc3c2=O)c(C)n1C1CC1	0	-4	13	5	-7	3	-18	-4	-11	-24	-10
O=C(Nc1cc(Cl)ccc1-n1cncn1)c1ccco1	-1	0	9	0	-10	-1	6	8	-3	-20	-14
COc1cccc(C(=O)Oc2ccc(/C=N/Nc3ccc(C(=O)O)cc3)cc2OC)c1	-28	-7	60*	3	-5	-1	-88	-125	-3	-61	-73
O=C(/C=C/c1cccs1)N1CCC2(CC1)Oc1ccc(F)cc1C(=O)C21CC(c2ccccc2)=NO1 (stereo unspecified)	-5	9	-9	-7	-9	5	5	1	-8	17	-8
O=C(NCCCN1CCOCC1)c1ccc(NS(=O)(=O)c2ccccc2)cc1	-15	3	2	-6	8	-4	5	21	-7	11	-13
CC(=O)c1ccc(NC(=O)CSc2ccc3nnc(-c4cccnc4)n3n2)cc1	-5	2	-19	-4	13	3	2	-6	-4	5	-1
COC(=O)c1cccc(CSc2nnc(-c3ccco3)n2-c2ccccc2)c1	4	3	-14	-2	-14	-1	2	-20	-9	13	-2
Cc1noc(/C=C/Nc2ccc(F)cc2F)c1[N+](=O)[O-]	-13	-50	-6	3	-15	6	-93	-104	-10	-79	-85
COc1cccc(C(=O)N2CCN(S(=O)(=O)Cc3ccccc3)CC2)c1OC	-2	1	6	-12	-5	3	-4	16	-4	11	3
